# All columns: NCI-60 one-dose screen, growth in % after 48 h at 10 µM unless noted; 100 = growth as untreated, 0 = no growth, -100 = all killed.
# UACC-257 = UACC-257 melanoma; AID 1794764; hit rate 4.4% among 78,000
# LOX IMVI = LOX IMVI melanoma; hit rate 7.4% among 79,000; AID 1794757
# SK-MEL-2 = SK-MEL-2 melanoma; hit rate 4.7% among 77,000; AID 1794763
# BT-549 = BT-549 breast cancer | hit rate 4.4% among 78,000 | AID 1794793
# UACC-62 = UACC-62 melanoma; hit rate 5.4% among 81,000; AID 1794756
# HS 578T = HS 578T breast cancer. AID 1794788. hit rate 4.1% among 78,000
# MALME-3M = MALME-3M melanoma; hit rate 5.8% among 78,000
# T-47D = T-47D breast cancer; hit rate 5% among 79,000; AID 1794792
# Active calls of the source: *; · = not tested or not shown; & = joins results of further samples; [ ] = remark or other dose. Rule for the calls: active = growth percent below 10; inactive = the rest.
Molecule	UACC-257	LOX IMVI	SK-MEL-2	BT-549	UACC-62	HS 578T	MALME-3M	T-47D
O=[N+]([O-])c1ccc(Nc2ccccc2N=Cc2ccccc2O)c2nonc12	103	96	91	100	95	104	107	97
CC(=O)c1cc(C(=O)c2ccc3c(c2)Sc2ccccc2N3)c2c(C)cc(C)cn12	27	17	26	28	23	20	70	48
N#Cc1ccc(/C=N/N2CCCCCC2)cc1	103	105	101	104	91	128	·	98
COc1ccc2c(c1)=C(c1sc(Nc3nnc(C)s3)nc1O)C(=O)N=2	112	97	103	95	107	96	98	89
OCC1CC2CCC1C2 (configuration not stated)	94&97	106&106	104&107	123&103	97&95	108	91&107	89&101
CCCCCCCCCCCCCCCC(=O)OC(=O)CCCCCCCCCCCCCCC	90	89	109	112	98	113	95	105
Cc1c(N)c(S(N)(=O)=O)cc(S(N)(=O)=O)c1Cl	·	101	115	107	98	102	107	101
CCN(CC)C(=O)N/C(N)=N/c1nc2ccccc2s1	41	·	65	16	44	·	57	13
O=C(Nc1ccc(Oc2ccc(Cl)cc2)c(Cl)c1)c1cc(I)cc(I)c1O	94	81	95	58	73	84	72	71
O=C1C(Cl)=C(NCCc2ccccc2)C(=O)c2ccccc21	97	66	79	97	85	104	87	78
CC(=O)CCCN1C(=O)c2ccccc2C1=O	96	95	102	·	103	100	106	90
CCN(CC)C1C2=C(CCCC2)OS(=O)(=O)C1c1ccccc1 (configuration not stated)	96[100 µM]	·	109[100 µM]	109[100 µM]	75[100 µM]	102[100 µM]	103[100 µM]	86[100 µM]
COc1ccc(-c2cc3c(SCC(=O)Nc4cc(C(F)(F)F)ccc4Cl)nccn3n2)cc1	105	100	89	99	103	105	99	85
O=c1nc(-c2ccco2)sc(=O)[nH]1	129	92	83	·	86	109	94	97
CC(C)(C)[Si](C)(C)OCC1OC(n2cnc3c(NC(=O)c4ccccc4)ncnc32)CC1O (configuration not stated)	106	99	100	103	95	101	·	99
Nc1cc(C(=O)Nc2cccc(C3=NCCN3)c2)ccc1C(=O)Nc1cccc(C2=NCCN2)c1	105	99	98	100	101	117	110	106
CC(C)(C)S/C(Nc1ccccc1)=C(\C#N)C(=O)Nc1ccccc1	93	99	94	99	95	100	97	85
COc1cccc(-c2cc(-c3cccs3)c(C#N)c(=O)[nH]2)c1	115	99	107	113	96	96	110	93
CCCCN(CCCC)CCNc1ccc(C)c2sc3ccc(Cl)cc3c(=O)c12	92	95	94	102	92	101	102	92
O=C(O)c1ccccc1Oc1cc(-c2ccco2)nc(OCCn2cncn2)n1	106	87	98	86	86	97	116	84
CCCCNC(=O)Oc1ccc(/C(=C(/CC)Cc2ccccc2)c2ccc(OCCN3CCCC3)cc2)cc1	102	96	95	100	102	91	102	68
O=[N+]([O-])c1cccc(C2NC(N3CCOCC3)=C(N3CCOCC3)c3c2sc2c(F)cccc32)c1 (configuration not stated)	108	93	114	91	88	·	98	89
C=C(C)[C@@H]1C[C@H](O)Cc2ccc(Cl)c(C)c2N1	107	97	·	100	95	104	113	103
Cc1ccc2oc(=O)cc(CSc3nc4ccccc4[nH]3)c2c1	105	102	98	106	85	101	103	101
O=C(NC(=S)Nc1cccc2c(O)cccc12)c1cccc(Br)c1	82	84	96	112	88	96	·	54
COc1ccc(C(=O)n2nc(-c3cccc(Cl)c3)nc2N)cc1	106	102	100	107	102	108	89	109
O=C(COc1ccc(Cl)cc1)Nc1cc(Cl)ccc1Cl	101	91	73	106	72	102	73	71
Cc1cc(C)c[n+]([O-])c1	89	94	93	104	107	111	104	95
CCOC(=O)C1=NN(c2ccccc2)C2=NC(=O)/C(=C(/C)c3cc4ccccc4o3)C(=O)N12	103	95	92	104	88	101	83	89
Cc1cc2n(n1)-c1ccc(C#N)cc1Oc1ccc(Cl)cc1-2	84	56	66	88	67	81	90	71

# Reprinted from the part before: two entries, followed by the next part.
Molecule	UACC-257	LOX IMVI	SK-MEL-2	BT-549	UACC-62	HS 578T	MALME-3M	T-47D
CCOC(=O)C1=NN(c2ccccc2)C2=NC(=O)/C(=C(/C)c3cc4ccccc4o3)C(=O)N12	103	95	92	104	88	101	83	89
Cc1cc2n(n1)-c1ccc(C#N)cc1Oc1ccc(Cl)cc1-2	84	56	66	88	67	81	90	71
O=C(O)c1ccc(-n2cc(CNc3cccc(OC(F)(F)F)c3)c(-c3ccc(C(F)(F)F)cc3)n2)cc1	87	70	88	70	72	85	83	69
O=C(O)Cc1c(-c2noc(-c3ccccc3)c2CC(=O)O)noc1-c1ccccc1	109	·	108	108	90	100	92	103
CCOC(=O)c1noc2c1CCc1cn(Cc3cc(OC)c(OC)c(OC)c3)cc1-2	92	95	84	98	103	97	93	73
COc1ccc2cc(C(C)C(=O)Nc3ccc(S(=O)(=O)Nc4cc(C)on4)cc3)ccc2c1 (configuration not stated)	·	96	117	·	108	·	115	85
CC1N(C(=O)Nc2ccc(Cc3ccc(NC(=O)N4C(C)C4(C)C)cc3)cc2)C1(C)C (configuration not stated)	105	98	115	88	97	·	103	92
COc1cccc(CC(C)=C(c2ccc(OCCCN(C)C)cc2)c2ccc(OCCCN(C)C)cc2)c1	-82*	-80*	-77*	55	-85*	-41*	-87*	-68*
O=C(O)c1cc(-c2ccc(Cl)cc2)nc2c(Cl)cccc12	98	98	95	·	91	108	94	83
CCOC(=O)/C=C1/S/C(=N\N=C\c2ccc(OS(=O)(=O)C(F)(F)C(F)(F)C(F)(F)C(F)(F)C(F)C(F)(F)F)cc2)N(c2ccccc2)C1=O (configuration not stated)	107	103	102	102	98	101	111	97
NC(=S)N/N=C\c1nccc2c(C(F)(F)F)cccc12	-24*	4.0*	-7.8*	7.8*	-3.2*	54	-10*	14
Nc1nn2c(-c3ccc(Br)cc3)ccnc2c1N=Nc1ccc(S(N)(=O)=O)cc1	96	102	104	90	101	85	91	96
CCC(C)Cn1cnc2c(Sc3c([N+](=O)[O-])ncn3C)nc(N)nc21 (configuration not stated)	75	90	81	91	88	87	67	69
O=C(/C=C/c1ccc([N+](=O)[O-])cc1)c1ccc2cccc3c2c1CC3	13	98	21	112	95	120	104	96
O=C1C=CC(=O)N1C(=O)NCNC(=O)N1C(=O)C=CC1=O	117	·	114	93	102	100	·	79
C[n+]1cccc(CC(=O)NO)c1	68	98	100	103	93	101	104	79
O=C1/C(=C\c2ccccn2)c2ccccc2N1c1c(Cl)cccc1Cl	59	-89*	49	-18*	25	23	67	4.5*
CN(CCCO)CCCO	·	101	·	107	103	·	108	102
O=C(Cc1ccccc1)c1ccc(Cl)cc1	·	102	99	106	93	120	105	91
SCc1nc2ccccc2[nH]1	107	90	112	108	133	105	102	95
COCCCNCC(=O)Nc1cccc(Cl)c1	72	102	91	99	92	94	100	97
CC(C)c1ccccc1C1CCCCC1	100	104	99	90	109	·	100	86
COc1ccc(/C=N\N2CCOCC2)cc1OC1CCCC1	102	101	106	84	93	91	127	·
C=C1[C@@H](C)[C@H]2[C@H](Cc3ccccc3)NC(=O)[C@]23OC(=O)/C=C/[C@H](OC(C)=O)CCC[C@@H](C)C/C=C/[C@H]3[C@@H]1OC(C)=O	86	73	69	83	66	58	97	61
Fc1ccc2nc(-c3nc(-c4ccccc4F)n4ccccc34)[nH]c2c1	103	89	82	81	72	88	90	66
CC[C@]12C=CCN3CC[C@@]4(c5cc(NC(=O)CCC(=O)O[C@H]6CC[C@H]7[C@@H]8CCC9=CC(=O)CC[C@@H]9[C@H]8CC[C@]67C)c(OC)cc5N(C)[C@H]4[C@@](O)(C(=O)OC)[C@@H]1OC(C)=O)[C@@H]32	76	85	82	78	64	74	99	53
Oc1ccc2ccccc2c1Br	108	90	·	110	86	100	106	87
Cc1ccc(S(=O)(=O)N(Cc2ccccc2)c2ccccc2C(N)=O)cc1	118	99	97	93	100	97	111	101
CNC(=O)Sc1ccc(Cl)cc1	106	87	100	79	102	107	·	86
O/N=C(\CSc1nnc(-c2cc(-c3ccc(Cl)cc3)nc3ccccc23)n1-c1ccccc1)c1ccccc1	96	101	102	92	102	106	107	89
COc1cccc(OCC(O)CN2CCN(c3ccc(Cl)cc3)CC2)c1 (configuration not stated)	113	93	96	107	95	103	118	90
O=C(O)C1C[C@](O)(c2ccc(F)cc2)[C@@H](c2ccc(F)cc2)O1 (some centres not stated)	111	111	102	71	108	124	113	88
O=C(/C(=C\c1ccccc1)CBr)c1ccccc1	·	81	90	101	94	97	106	90
COc1ccc(/C=N/NC(=O)Cn2nnc3ccccc32)cc1	95	106	100	107	85	78	103	92
CCOC(=O)C1=C(C)OC(N)=C(C#N)C1c1cc(=O)oc2ccc(Cl)cc12 (configuration not stated)	103	97	99	101	94	125	105	99
CCN1CCN(CCCNc2nccc(-c3cn(-c4ccccc4)nc3-c3ccc(Cl)c(OC)c3)n2)S1(=O)=O	·	84	84	90	80	95	108	75
CC(C)=CC/C=C(/C)[C@H]1CC[C@]2(C)[C@@H]1CC[C@@H]1[C@@]3(C)C/C(=C/c4ccc(Br)cc4)C(=O)C(C)(C)[C@@H]3CC[C@]12C	99	91	94	103	84	95	102	87
CCOC(=O)C1CN(C(C)C)C(=O)C1=O (configuration not stated)	123	98	124	108	·	112	86	103
CCCn1cc2c(=O)nc3sc(Cc4cccc(C(F)(F)F)c4)c(C)n3c2n1	96	86	99	106	77	99	107	74
CCC(c1ccccc1)c1nn2c(-c3cccs3)nnc2s1 (configuration not stated)	96	96	125	103	103	98	104	94
O=Cc1nc2ccccc2[nH]1	·	91	101	101	·	95	104	92
COC(=O)[C@@H](Cc1c[nH]c2ccccc12)NC(=O)[C@H](Cc1ccccc1)NCc1ccncc1	79	95	78	96	95	99	86	93
O=C(O)c1cc2cc(Br)ccc2c(Br)c1O	105	92	111	·	88	105	105	93
CCOC(=O)C1=C(N)Oc2c(sc3c(C)cccc23)C1c1ccc(Cl)cc1 (configuration not stated)	63	36	47	66	12	19	36	18
CCN1CCN(C(=O)[C@]23CC[C@@H](C)[C@H](C)[C@H]2C2=CC[C@@H]4[C@@]5(C)C/C(=C/c6cccc([N+](=O)[O-])c6)C(=O)C(C)(C)[C@@H]5CC[C@@]4(C)[C@]2(C)CC3)CC1	93	·	112	92	89	76	89	86
CC1(c2ccc(Br)cc2)NC(=O)NC1=O (configuration not stated)	98	100	122	90	101	101	113	82
COc1ccccc1NC(=O)Oc1ccc(C#N)cc1	100[100 µM]	94[100 µM]	103[100 µM]	100[100 µM]	92[100 µM]	97[100 µM]	104[100 µM]	97[100 µM]
O=C(COc1ccc(/C=C2\C(=O)Nc3cc(Cl)ccc32)cc1)Nc1ccc(F)cc1	108	58	101	83	51	80	99	79
O=c1[nH]c2ccccc2cc1-c1nc2ccc(Cl)cc2[nH]1	91	42	19	43	43	46	62	35
COc1cc(-c2cn(-c3ccc(-n4cc(-c5cc(OC)c(OC)c(OC)c5)[nH]c4=O)cc3)c(=O)[nH]2)cc(OC)c1OC	123	86	102	126	93	97	104	98
Cc1cc(OCc2cccc(-c3ccc4c(c3)OCCO4)c2C)cc(OCc2cccc(C#N)c2)c1CN[C@H](CO)C(=O)O	93	93	99	101	99	108	105	99
Cc1ccccc1CO	99	96	111	98	·	104	76	112
Brc1ccc(-c2nnc(CSc3nnc(-c4ccncc4)o3)o2)cc1	105	98	102	96	94	95	89	98
NC(=O)c1ccc(-c2cnc(N)c(-c3ccc(C(F)(F)F)cc3)n2)cc1	125	108	130	101	118	107	116	100
CSc1nnc2cc(C)nc(SCc3ccccc3)n12	78	89	89	85	55	84	90	51
N#Cc1nc(-c2ccccc2)oc1N1CCN(S(=O)(=O)c2ccccc2)CC1	84	99	92	96	81	103	98	70
CC1COc2c(N3CCN(C)CC3)c(F)cc3c(=O)c(C(=O)N/N=C/c4cc[nH]c4)cn1c23 (configuration not stated)	-75*	-89*	83	60	76	67	-3.0*	47
O=C1C=CC(=O)N1c1ccc(N2C(=O)C=CC2=O)cc1	113	85	108	90	97	128	86	96
O=C(Nc1cccc(NC(=O)c2ccccn2)c1)c1ccc(F)cc1	103	91	107	90	95	100	100	81
OC1CCN(CCCOc2c3ccccc3nc3c2oc2ccccc23)CC1	-18*	-63*	-62*	7.2*	-58*	8.9*	-33*	1.3*
C=CCN1C(=O)c2cccc3c(Nc4ncccc4O)ccc(c23)C1=O	110	90	108	92	71	95	111	70
CCC/C=C(\C#N)C(=O)O	102	80	108	105	106	·	101	88

# 6 entries picked at random from the list so far, as already listed:
Molecule	UACC-257	LOX IMVI	SK-MEL-2	BT-549	UACC-62	HS 578T	MALME-3M	T-47D
COC(=O)[C@@H](Cc1c[nH]c2ccccc12)NC(=O)[C@H](Cc1ccccc1)NCc1ccncc1	79	95	78	96	95	99	86	93
Brc1ccc(-c2nnc(CSc3nnc(-c4ccncc4)o3)o2)cc1	105	98	102	96	94	95	89	98
CC(C)=CC/C=C(/C)[C@H]1CC[C@]2(C)[C@@H]1CC[C@@H]1[C@@]3(C)C/C(=C/c4ccc(Br)cc4)C(=O)C(C)(C)[C@@H]3CC[C@]12C	99	91	94	103	84	95	102	87
CC1COc2c(N3CCN(C)CC3)c(F)cc3c(=O)c(C(=O)N/N=C/c4cc[nH]c4)cn1c23 (configuration not stated)	-75*	-89*	83	60	76	67	-3.0*	47
O=C(O)c1cc2cc(Br)ccc2c(Br)c1O	105	92	111	·	88	105	105	93
O=c1[nH]c2ccccc2cc1-c1nc2ccc(Cl)cc2[nH]1	91	42	19	43	43	46	62	35

# From PubChem BioAssay
